Diaphorase act: diaphorase activation or chemical reduction counter-screen | Diaphorase/resazurin coupled assay, resorufin fluorescence, 16 min; stronger effect = higher value; 1 = vehicle wells, 0 = NADH-free wells | 190,000 tested, 0.005% active | activation factor at 20 µM;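 active = diaphorase activity raised at least twofold by the compound at 20 µM; inactive = activation factor below 2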
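Test system: Clostridium kluyveri diaphorase, purified enzyme. Buffer or medium: 50 mM HEPES pH 7.4 buffer plus MgCl2 and Tween 20. Also added: 0.114 mM NADH and 0.1 mM resazurin, final amounts. Dosing: compound 20 µM once, DMSO 1%. Schedule: 16 min enzyme reaction, ambient temperature. Detection: fluorescence of resorufin, 544 nm excitation, 590 nm emission.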
STAT1 inh: reduces IFN-gamma driven STAT1 reporter signal | NIH 3T3 STAT1-luciferase reporter, luminescence | 200,000 tested, 0.35% active | inhibition, % at 5.5 µM;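 active = inhibition above a set limit, the mean inhibition across all tested compounds plus 3 SD, cut at about 34% in these data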;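 also: 0% = IFN-gamma with DMSO and 100% = IFN-gamma with 300 µM nifuroxazide; values of inactives mirror those of a sister screen read the other way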
STAT3 act: activators of IL-6 induced STAT3 signaling | U3A cells, IL-6 STAT3-luciferase reporter, luminescence; 100% = signal with IL-6 EC80 alone | 190,000 tested, 0.91% active | activation (% of control), % at 5.6 µM;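 active = activation above the screen-wide mean of compound activation plus 3 SD, cut at about 130% in these data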;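 also: 0% = background luminescence of wells with medium and substrate only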
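Test system: STAT3-luciferase reporter U3A cells; Detection: reporter luminescence signal; Times: 1 h compound pre-exposure, 6 h IL-6 stimulation, 37 °C; Benchmarks: IL-6-only high control; Also added: IL-6 stimulus at 33 ng/mL final.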
APP 5UTR inh: APP translation inhibition; SH-SY5Y APP 5'UTR-luciferase reporter, luminescence; inhibition, % at 2 µM; 190,000 tested, 0.82% active;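 active = inhibition above a set limit, derived from the sample mean plus 3 SD, cut at about 45% in these data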; also: values of inactives mirror those of a sister screen read the other way
TLR4 MyD88 comp: blocks binding of human TLR4 to MyD88. O00206+Q99836. 200,000 tested, 0.18% active. AID 861. inhibition, % at 8.4 µM. HeLa CL3-4 TLR4/MyD88 BLA complementation, FRET ratio; in the data active = inhibition above about 25%;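 also: 0% = vehicle and 100% = reference inhibitor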
Target sequence (O00206 whole entry, looked up): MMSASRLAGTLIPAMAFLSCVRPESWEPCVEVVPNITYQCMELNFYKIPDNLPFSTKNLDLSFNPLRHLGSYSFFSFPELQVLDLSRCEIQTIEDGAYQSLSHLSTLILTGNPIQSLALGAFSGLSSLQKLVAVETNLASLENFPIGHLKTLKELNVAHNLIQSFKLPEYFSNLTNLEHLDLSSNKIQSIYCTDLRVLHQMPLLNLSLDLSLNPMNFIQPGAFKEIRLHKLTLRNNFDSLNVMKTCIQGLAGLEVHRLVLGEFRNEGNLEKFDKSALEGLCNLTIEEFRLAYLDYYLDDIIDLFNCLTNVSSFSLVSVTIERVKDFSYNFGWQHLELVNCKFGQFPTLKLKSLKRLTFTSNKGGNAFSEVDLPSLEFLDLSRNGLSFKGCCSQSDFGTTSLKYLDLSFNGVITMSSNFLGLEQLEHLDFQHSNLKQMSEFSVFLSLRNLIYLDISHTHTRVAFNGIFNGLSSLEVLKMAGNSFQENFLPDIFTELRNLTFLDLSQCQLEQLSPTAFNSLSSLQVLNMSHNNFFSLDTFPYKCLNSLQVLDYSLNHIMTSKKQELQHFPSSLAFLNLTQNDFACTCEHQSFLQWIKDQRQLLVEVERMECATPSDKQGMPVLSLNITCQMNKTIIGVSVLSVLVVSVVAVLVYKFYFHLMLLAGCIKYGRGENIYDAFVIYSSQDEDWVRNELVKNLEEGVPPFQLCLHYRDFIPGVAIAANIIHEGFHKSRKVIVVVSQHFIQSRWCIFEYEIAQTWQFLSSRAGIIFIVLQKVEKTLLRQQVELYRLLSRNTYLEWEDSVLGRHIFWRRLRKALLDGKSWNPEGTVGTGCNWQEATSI
Target sequence (Q99836 whole entry, looked up): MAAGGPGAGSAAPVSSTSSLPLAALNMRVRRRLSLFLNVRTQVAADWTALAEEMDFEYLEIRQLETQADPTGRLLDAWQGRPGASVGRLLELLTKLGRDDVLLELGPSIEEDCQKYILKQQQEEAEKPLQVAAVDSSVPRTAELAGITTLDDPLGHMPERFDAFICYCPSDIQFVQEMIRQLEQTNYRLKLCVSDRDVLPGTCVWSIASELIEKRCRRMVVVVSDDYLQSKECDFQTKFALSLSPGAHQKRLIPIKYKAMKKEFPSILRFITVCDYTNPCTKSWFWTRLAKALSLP
STAT3 blocker: STAT3 signaling inhibition; U3A cells, IL-6 STAT3-luciferase reporter, luminescence; host cell line lacks STAT1; inhibition, % at 5.5 µM; 190,000 tested, 0.89% active; AID 862;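 active = inhibition above the mean inhibition across all screened compounds plus 3 SD, cut at about 44% in these data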;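 also: 0% = DMSO only wells and 100% = 100 µM nifuroxazide control wells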
STAT1 activator: increases IFN-gamma driven STAT1 reporter signal; 200,000 tested, 2.6% active; AID 932; NIH 3T3 STAT1-luciferase reporter, luminescence; 100% = IFN-gamma alone, no compound; activation (% of control), % at 5.5 µM;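 active = activation above the screen-wide mean activation plus 3 SD, cut at about 130% in these data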;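 also: raw ratio to IFN-gamma control signal so 100% means no change and 0% no light; values of inactives mirror those of a sister screen read the other way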
Hsp70 act: switches on Hsp70 transcription; HeLa Hsp70 promoter luciferase reporter, luminescence; scaled: vehicle 0, proteasome-inhibitor control 100%; activation, % at 10 µM; AID 1203; 200,000 tested, 0.04% active;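 active = activation above the mean across all tested compounds plus 3 SD, cutoff set per campaign, cut at about 5.5% in these data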;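 also: 100% = MG132 at 30 µM as the positive control and 0% = DMSO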
Diaph inh CS: diaphorase inhibition or chemical oxidation counter-screen; AID 1217; 190,000 tested, 0.69% active; diaphorase resazurin-to-resorufin fluorescence, NADH, 16 min; bacterial (C. kluyveri) enzyme, not human; inhibition, % at 20 µM;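 active = primary screen inhibition at 20 µM above a set limit, cut at about 50% in these data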;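 also: plate controls were DMSO with full reaction for no effect and wells lacking NADH for full effect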
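System: Diaphorase enzyme from Clostridium kluyveri | Amount: Enzyme working solution with 0.14 U/mL diaphorase | Benchmarks: No-NADH positive control and DMSO neutral control | Signal: Fluorescence of resorufin formed from resazurin, Ex 544/Em 590 nm | Schedule: 16-min room-temperature incubation before reading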
G6PDH CS: L. mesenteroides G6PDH inhibition counter-screen; AID 1020; inhibition, % at 5 µM; 200,000 tested, 0.12% active; Purified L. mesenteroides G6PDH, diaphorase/resazurin coupled fluorescence, 45 min; in the data active = inhibition above about 50%
Active calls of the source: *; x = not tested or not shown; & = joins results of further samples. An excerpt; rates above refer to the full screens.

SMILES	Diaphorase act	STAT1 inh	STAT3 act	APP 5UTR inh	TLR4 MyD88 comp	STAT3 blocker	STAT1 activator	Hsp70 act	Diaph inh CS	G6PDH CS
COC(=O)c1c(C)[nH]c(C(=O)C(Cc2ccccc2)N(C)C)c1C (stereo unspecified)	1.1	-17	96	-10	-1	8	116	-0.6	-6	1
O=C(Cn1ncc2c3ccccc3n(Cc3ccccc3)c2c1=O)N1CCC2(CC1)OCCO2	0.9	-5	85	-1	-7	23	103	-0.3	9	2
Clc1ccc(OCC#CCN2CCCC2)cc1	0.9	-20	103	-12	0	1	116	-0.5	9	0
CCCCN1C(=O)NC(=O)C2(Cc3ccccc3N3CCOCC32)C1=O (stereo unspecified)	0.9	-13	101	-8	-2	3	112	-0.4	10	5
CCOP(=O)(OCC)C(NC(=O)Cc1ccccc1)C(Cl)(Cl)Cl (stereo unspecified)	0.9	-8	106	3	2	-7	108	0.0	9	-3
COc1ccc2c(CCN)c[nH]c2c1	1	-1	109	6	6	-2	101	0.6	3	8
COc1ccc(NC(=O)c2c(C)nn(Cc3ccccc3Cl)c2Cl)cc1Cl	1	8	99	-20	-6	6	93	-0.3	-2	-20
COc1cccc(CNC2CN3CCC2CC3)c1OC (stereo unspecified)	1	0	104	16	5	-5	100	0.0	0	11
COc1ccc(C(C)=O)cc1CC(C(=O)c1ccc(C)cc1)N(C)C (stereo unspecified)	0.9	12	98	4	-15	4	89	-0.3	11	-3
COc1ccccc1CCNCc1cc2c(cc1[N+](=O)[O-])OCO2	0.8	7	103	11	2	4	94	-0.1	17	3
CCOc1ccc(-n2c(CC)nc3ccccc3c2=O)cc1	0.9	1	104	22	-1	-5	100	-0.2	6	-17
COc1ccc(N=Cc2c(O)n(CC3CCCO3)c(=O)[nH]c2=O)cc1 (stereo unspecified)	0.9	2	96	-4	-18	4	98	-0.1	14	8
O=C(Nc1ccccc1)NC1CC2CCC(C1)N2 (stereo unspecified)	0.9	-3	100	-4	7	4	103	-0.3	10	1
Cc1ccc2c(c1)C1CN(C)CCC1N2C(=O)/C(C#N)=C/c1ccc2c(c1)OCO2 (stereo unspecified)	1	-3	103	8	14	2	101	-0.1	2	4
CNC(=S)N1CCn2cccc2C1c1cccnc1 (stereo unspecified)	0.9	6	93	-8	-8	16	95	-0.2	9	-1
Cc1ccccc1Cc1c(C)nc2nc(SCC(=O)N3CCC4(CC3)OCCO4)nn2c1C	0.9	-6	100	-15	10	-3	105	0.1	7	0
COc1cccc(-n2c(O)c(C=Nc3c(C)n(C)n(-c4ccccc4)c3=O)c(=O)[nH]c2=O)c1	0.9	0	107	3	-4	-4	100	-0.4	9	10
Cc1ccc2c(c1)CC1(CN2C)C(=O)NC(=O)N(CCC2=CCCCC2)C1=O (stereo unspecified)	0.9	7	100	-10	-2	7	94	-0.4	13	4
OC1(c2ccc(F)cc2)CCNC1 (stereo unspecified)	1	6	103	-6	-10	2	95	0.2	2	4
COC(=O)[C@H]1C[C@@H]1[C@H](NP(=O)(c1ccccc1)c1ccccc1)c1ccccc1	0.8	-5	107	-4	-2	-12	104	-0.2	24	46
CN1C(=O)NC(=O)/C(=C\c2ccc([N+](=O)[O-])o2)C1=O	0.7	13	101	-4	-4	1	88	-0.1	26	8
CC12CN3CC(C)(CN(C1)C3c1ccncc1)C2=O (stereo unspecified)	1.2	-5	102	1	0	1	105	0.0	-17	7
O=c1cccc2n1CC1CC2CN(C(c2cccc(F)c2)c2sc3ncnn3c2O)C1 (stereo unspecified)	1	2	100	-4	6	4	98	-0.3	4	-4
Cc1ccc(C(O)(C(=O)NNC(=O)CN2CCN(C)CC2)c2ccc(C)cc2)cc1	1	-5	100	-8	5	4	105	0.0	2	9
COc1ccccc1/C=C1/C(=N/O)C2CCN1CC2	1.1	-7	100	4	-3	6	107	-0.2	-7	12
CO[C@H]1[C@@H](OC)CC(OC2OC(CO)C(O)C(O)C2O)/C(=C\C#N)[C@@H]1O (stereo partly specified)	1.1	3	100	-9	-6	-3	97	0.0	-14	15
O=C1NC(=O)C(CCc2ccncc2)(Cc2cccc(Cl)c2Cl)C(=O)N1c1ccc(Br)cc1 (stereo unspecified)	0.9	2	110	7	0	-6	98	-0.4	13	-9
O=C(N/N=C/c1c(O)n(CCc2ccc(F)cc2)c(=O)[nH]c1=O)c1ccncc1	0.5	7	95	1	-6	8	92	0.0	50	9
CCCCCSc1cc(OC)c(CCN(C)C)cc1OC	1.1	9	101	3	-10	6	92	-0.2	-14	6
N=C1c2ccccc2CN1NC(=O)C1CC1	0.8	2	105	11	5	-6	98	-0.3	16	4
COc1cccc(-n2c(CN3CCN(C)CC3)nc3ccc([N+](=O)[O-])cc3c2=O)c1	0.8	0	116	-14	0	-22	100	-0.4	16	20
O=[N+]([O-])c1ccccc1CNCCc1ccc(F)cc1	0.9	-4	95	29	1	5	104	-0.3	7	-4
Cc1ccsc1C(=O)C1CCCN(Cc2cnc(N3CCCC3)s2)C1 (stereo unspecified)	1	4	96	-4	-1	8	94	-0.5	-2	8
CCN1C(=O)C(=C2C=C(C)N(Cc3ccco3)C(C)=C2)C(=O)N(CC)C1=S	0.9	-14	97	-1	3	8	115	0.0	12	-4
COc1ccccc1N(CC(=O)NC1CCCC1)C(=O)c1cnn(C(C)C)c1	0.8	1	105	9	5	-5	99	-0.1	15	2
CCc1cc2c(s1)NC(=O)CN=C2c1cccs1	1	6	97	13	4	8	96	0.2	2	-2
COCCOC(=O)c1c(C)oc2ccc(OC(=O)N(C)C)cc12	1	3	99	-1	10	6	97	-0.3	-3	-2
Nc1ccccc1C(=O)OCC(=O)c1ccc2c(c1)OCCO2	1	-20	103	-6	-5	-1	119	-0.2	3	-2
O=C(NC1CN2CCC1CC2)c1cc(Cl)c([N+](=O)[O-])c2nc[nH]c12 (stereo unspecified)	0.9	2	102	-23	5	2	99	0.2	8	0
CCCCn1c(NC(=O)c2ccco2)c(C(=O)OCC)c2nc3ccccc3nc21	0.3	12	105	9	10	-1	89	-0.1	66*	47
CCn1ccnc1CN1CCCC(C(=O)c2cc(C)c(OC)c(C)c2)C1 (stereo unspecified)	1	-2	106	-6	6	-4	100	-0.3	5	13
CC(C)OC(=O)c1c(N)n(CC2CCCO2)c2nc3ccccc3nc12 (stereo unspecified)	0.8	4	87	5	3	20	97	-0.4	15	-20
CN1CCc2c([nH]c3ccccc23)C1	1	7	x	4	-24	x	93	-0.2	-2	10
Cc1nn(Cc2ccccc2Cl)c(C)c1C(=O)NC1CCCc2ccccc21 (stereo unspecified)	0.9	14	101	23	9	-4	89	-0.1	8	1
COc1cc(CC2C(=O)N(C)C(=O)N(C)C2=O)ccc1OCc1ccccc1	0.8	-6	103	-10	2	-1	106	-0.1	16	6
COc1cc2[nH]c(=O)n(-c3ccc(C)cc3)c(=O)c2cc1OC	0.9	3	99	-15	4	4	98	-0.4	14	3
CCN(CC)c1ccc(N=Cc2c(O)n(-c3ccc(Cl)cc3)c(=O)[nH]c2=O)cc1	0.8	7	109	-11	18	-2	94	-0.2	23	1
CC[C@@H](CO)NC(=O)[C@@H]1C=C2c3cccc4c3c(cn4C)C[C@H]2N(C)C1	0.7	6	88	-3&-11	0	16	95	0.0	34	35
CCOC(=O)c1cn2nc(OP(=S)(OCC)OCC)cc2nc1C	0.8	4	89	5	-1	19	97	-0.6	22	-2
O=c1[nH]c(=O)n(-c2ccc(Cl)cc2)c(O)c1C=NCCN1CCCCC1	0.9	-12	103	6	-4	5	109	-0.1	6	14
Cn1c(N2CCNCC2)nc2ccccc21	1	-4	106	-5	5	-4	103	0.0	-1	20
CCCCn1c(=O)c(C=Nc2cccnc2Cl)c(O)n(CCCCl)c1=O	0.9	6	121	-1	8	-27	95	-0.1	8	-4
CC(Cc1ccccc1Sc1ccc(O)cc1)N(C)C (stereo unspecified)	1	2	93	-2	-4	15	98	-0.2	-1	-2
O=C(C(=O)N1CCOCC1)c1cn(CCCOc2ccccc2)c2ccccc12	0.8	-6	103	-22	3	-2	103	-0.1	18	20
Cc1ccc2nsnc2c1-n1c(C)nc2ccccc2c1=O	0.9	10	100	x	-9	6	91	-0.4	13	2
Cc1nc2cc(C(F)(F)F)ccc2n1C1CCN(Cc2nnnn2Cc2ccc3c(c2)OCO3)CC1	0.9	13	108	-4	0	-7	88	-0.1	12	15
CC(C)OCCCNC(=O)c1c(N)n(Cc2cccs2)c2nc3ccccc3nc12	0.6	-2	120	22	-31	-17	103	-0.4	37	24
CCc1ccc2nc(N3CCC(C(=O)N4CCC5(CC4)OCCO5)CC3)sc2c1	0.9	-4	82	-28	5	23	102	-0.4	8	2
CCOP(=O)(C(NC(=O)c1ccccc1Cl)=C(Cl)Cl)c1ccccc1 (stereo unspecified)	0.9	2	99	x	-4	1	102	0.3	9	10
CCOC(=O)C1CCN(/C=C2/C(=O)NC(=S)N(c3cccc(OC)c3)C2=O)CC1	0.8	-7	103	5	-24	-2	105	0.2	20	7

In another format: results already given
The line under a structure holds: Diaphorase act | STAT1 inh | STAT3 act | APP 5UTR inh | TLR4 MyD88 comp | STAT3 blocker | STAT1 activator | Hsp70 act | Diaph inh CS | G6PDH CS
CCOC(=O)c1cn2nc(OP(=S)(OCC)OCC)cc2nc1C
  0.8 | 4 | 89 | 5 | -1 | 19 | 97 | -0.6 | 22 | -2
O=c1[nH]c(=O)n(-c2ccc(Cl)cc2)c(O)c1C=NCCN1CCCCC1
  0.9 | -12 | 103 | 6 | -4 | 5 | 109 | -0.1 | 6 | 14
Cn1c(N2CCNCC2)nc2ccccc21
  1 | -4 | 106 | -5 | 5 | -4 | 103 | 0.0 | -1 | 20
CCCCn1c(=O)c(C=Nc2cccnc2Cl)c(O)n(CCCCl)c1=O
  0.9 | 6 | 121 | -1 | 8 | -27 | 95 | -0.1 | 8 | -4

Other compounds follow:
SMILES	Diaphorase act	STAT1 inh	STAT3 act	APP 5UTR inh	TLR4 MyD88 comp	STAT3 blocker	STAT1 activator	Hsp70 act	Diaph inh CS	G6PDH CS
CCN1CCN(c2cc(N3CCCC3)c(F)cc2[N+](=O)[O-])CC1	0.8	1	101	-8	-30	1	99	-0.2	18	10
CCOc1ccccc1-n1c(O)c(C=NCCCN(CC)CC)c(=O)[nH]c1=O	1	-1	107	2	-9	-5	101	-0.3	5	-3
CCCOP(=O)(OCCC)C(NC(=O)c1ccccc1)=C(Cl)Cl	1	0	106	-11	-3	-1	100	-0.5	3	-5
COc1ccc(C2=NCC(=O)N(CC(=O)NCc3ccco3)c3sc4c(c32)CCCC4)cc1	0.9	3	101	-8	-2	2	97	-0.1	12	2
